ARFGAP1 inh: inhibitors of rat ARFGAP1. Arfgap1-stimulated ARF1 GTP hydrolysis, GDP FP detection. 360,000 compounds, 0.26% hits. inhibition, % at 16.5 µM;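 active = inhibition above a per-plate limit, mean inhibition of low control wells plus 3 SD, cut at about 25% in these data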;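 note: 0% = DMSO wells with enzyme and 100% = wells lacking Arfgap1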
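Replicates: Single well per compound | Assay system: Truncated rat Arfgap1 GAP domain | Control set: No-Arfgap1 wells (100%) versus DMSO full-reaction wells (0%) | Times: Enzyme reaction 120 min at 25 °C after 20 min preincubation | Reagent: Human ARF1(Δ1-17)-GTP substrate | Measured by: Tracer-displacement fluorescence polarization with EDTA stop, 620/688 nm | Measure: Percent inhibition of Arfgap1-stimulated GTP hydrolysis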
ASAP1 inh: ASAP1 ArfGAP inhibition | Q9ULH1 | ASAP1-stimulated ARF1 GTP hydrolysis, GDP FP detection | inhibition, % at 16.5 µM | 360,000 compounds, 0.19% hits; in the data active = inhibition above about 25%;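 note: 0% = vehicle with enzyme and substrate and 100% = no enzyme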
PLC-gamma1 inh: blocks human PLC-gamma1 enzyme activity; AID 720700; purified PLC-gamma1, fluorogenic substrate, fluorescence; 370,000 compounds, 0.84% hits; inhibition, % at 12.2 µM; in the data active = inhibition above about 9.5%
UHRF1 binding: human UHRF1 methylated DNA binding inhibitors. Q96T88. AID 687016. 370,000 compounds, 0.75% hits. inhibition, % at 4.4 µM. UHRF1 binding to methylated oligo, TR-FRET; in the data active = inhibition above about 21%;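 note: UHRF1 SRA domain binding a hemimethylated CpG hairpin DNA probe; 0% = median of test compound wells and 100% = reference inhibitor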
DDE Tn7 FP inh: DD(E)-Tn7 binding inhibition, primary FP screen | P02675 | FP displacement of FITC-Tn7 peptide from fibrin DD(E); 0% = median of compound wells per plate | inhibition, % at 8.3 µM | 370,000 compounds, 0.13% hits | AID 720508;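 active = inhibition above the mean of compounds falling within the control limits plus 3 SD of them, cut at about 14% in these data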;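 note: 0% = plate median of compound wells and 100% = 10 µM Aha-Tn7 peptide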
Target sequence (P02675 whole entry, looked up): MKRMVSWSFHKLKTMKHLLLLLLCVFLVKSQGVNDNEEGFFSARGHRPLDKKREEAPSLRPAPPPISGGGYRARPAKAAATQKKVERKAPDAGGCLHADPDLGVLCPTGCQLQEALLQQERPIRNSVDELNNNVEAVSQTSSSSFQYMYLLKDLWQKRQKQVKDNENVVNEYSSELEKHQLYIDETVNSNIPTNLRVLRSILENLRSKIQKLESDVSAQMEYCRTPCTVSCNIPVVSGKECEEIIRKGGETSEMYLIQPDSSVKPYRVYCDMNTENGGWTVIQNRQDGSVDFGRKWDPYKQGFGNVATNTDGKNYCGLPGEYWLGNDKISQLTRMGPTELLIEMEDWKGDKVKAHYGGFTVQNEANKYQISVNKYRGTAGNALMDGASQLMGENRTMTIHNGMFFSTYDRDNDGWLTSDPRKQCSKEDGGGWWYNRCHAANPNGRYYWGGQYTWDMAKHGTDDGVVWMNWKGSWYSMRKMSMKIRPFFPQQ
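Test system: human clot-derived fibrin DD(E) complex / Quantity: 2 µM final DD(E) protein / Incubation: 10 min plus 3 h, room temperature / Measured by: fluorescence polarization / Benchmarks: high control of 10 µM Aha-Tn7 peptide / Replicates: singlicate testing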
Rev-erbA mod: modulators of human Rev-erb alpha DNA binding. Rev-erbα–FITC-DNA binding, fluorescence polarization, 90 min. AID 1259318. 370,000 compounds, 0.79% hits. activity, % at 10 µM. P20393;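 active = activity above about 14%, limit read from the data; passing the limit was not always enough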;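 note: 0% = DMSO wells with 35 nM protein and 100% = DMSO wells with 750 nM protein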
PLCb3 inh: PLC-beta3 (human) inhibition, primary screen; Purified PLC-beta3, fluorogenic substrate, fluorescence; 370,000 compounds, 0.18% hits; inhibition, % at 12.2 µM; in the data active = inhibition above about 11%;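 note: 0% = median of compound wells on plate and 100% = full blocker control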
KLK7 zymogen act: proKLK7 (human) activation, primary screen; P49862; 370,000 compounds, 0.9% hits; purified proKLK7, EDANS-DABCYL substrate fluorescence; 100% is mature enzyme control, 0% vehicle; activation, % at 7 µM;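 active = activation above the mean of all tested compounds plus 3 SD, computed per campaign excluding outliers beyond control limits, cut at about 13% in these data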
sPLA2-III inh: Blocks human group III sPLA2 activity. QFRET BODIPY PC-A2 liposome hydrolysis, fluorescence. 370,000 compounds, 0.56% hits. inhibition, % at 12.2 µM;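 active = inhibition above mean plus 3 SD of compounds lying within the high and low control bounds, cut at about 19% in these data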;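 note: 0% = median of test compound wells and 100% = no enzyme DMSO wells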
Target sequence (Q9NZ20 whole entry, looked up): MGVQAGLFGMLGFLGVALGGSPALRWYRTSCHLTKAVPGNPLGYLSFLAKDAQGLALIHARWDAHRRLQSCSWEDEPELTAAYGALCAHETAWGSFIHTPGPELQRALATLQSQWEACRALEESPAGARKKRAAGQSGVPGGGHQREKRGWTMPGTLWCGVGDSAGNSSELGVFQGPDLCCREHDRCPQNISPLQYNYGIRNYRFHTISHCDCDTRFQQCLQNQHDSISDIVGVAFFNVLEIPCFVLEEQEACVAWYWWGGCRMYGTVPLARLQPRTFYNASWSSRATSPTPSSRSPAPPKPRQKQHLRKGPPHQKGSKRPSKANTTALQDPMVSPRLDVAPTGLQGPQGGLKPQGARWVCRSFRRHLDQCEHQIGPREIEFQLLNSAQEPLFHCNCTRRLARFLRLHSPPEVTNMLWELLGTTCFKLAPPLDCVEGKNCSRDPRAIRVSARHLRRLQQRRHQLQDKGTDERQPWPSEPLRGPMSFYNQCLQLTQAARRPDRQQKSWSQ
Tn6 DDE FP: inhibitors of Tn6 peptide binding to human fibrin DD(E) | P02675 | 370,000 compounds, 0.21% hits | AID 720509 | inhibition, % at 8.3 µM | Fibrin DD(E) TRITC-Tn6 fluorescence polarization displacement;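 active = inhibition above a per-campaign cutoff: mean of compounds within control limits plus 3 SD, cut at about 15% in these data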;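 note: 0% = median of all compound wells on the plate and 100% = blocking peptide control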
* = called active by the depositor; x = no result given. Random draw from the library; overall some 4.5% were active at least once.

Short keys: A = ARFGAP1 inh; B = ASAP1 inh; C = PLC-gamma1 inh; D = UHRF1 binding; E = DDE Tn7 FP inh; F = Rev-erbA mod; G = PLCb3 inh; H = KLK7 zymogen act; I = sPLA2-III inh; J = Tn6 DDE FP
CN(C)c1ccc(CNCC2CCCO2)cc1 (stereo unspecified)
  A: -1	B: -14	C: 6	D: 0	E: 3	F: -5	G: -1	H: 0.0	I: 7	J: -2
O=C(NN=C1CCCC1)c1cc(-c2ccccc2)n[nH]1
  A: 2	B: -9	C: 1	D: -6	E: 6	F: -1	G: -1	H: -0.5	I: 6	J: 5
Cc1ccc(C)c(-c2ccc(=O)n(Cc3c(F)cccc3Cl)n2)c1
  A: 3	B: -3	C: 0	D: -5	E: 11	F: 9	G: -4	H: 0.0	I: -7	J: -5
CCN(CC)C(=O)N1CCN(C(=O)N2CCOCC2)CC1
  A: 11	B: 0	C: 2	D: 0	E: -5	F: x	G: -6	H: -0.5	I: 1	J: 5
Cc1cc(-n2c(C)cc(C(=O)CSc3nnc4sc5ccccc5n34)c2C)no1
  A: -3	B: 11	C: 4	D: 4	E: 3	F: 2	G: 11*	H: 0.6	I: 10	J: 8
NC(=O)COC(=O)c1ccc(NS(=O)(=O)c2ccc3c(c2)OCCO3)cc1
  A: 4	B: -16	C: -2	D: -2	E: 5	F: -1	G: -9	H: -0.8	I: -2	J: 1
COCCNc1nc(NCCN2CCNC2=O)c2sc(-c3ccccc3)cc2n1
  A: 3	B: -11	C: -24	D: -4	E: 4	F: -5	G: -29	H: 1.7	I: -9	J: -12
CCSC1=N/C(=C\c2ccc(-c3ccccc3[N+](=O)[O-])o2)C(=O)S1
  A: -3	B: -5	C: -66	D: -8	E: 8	F: -1	G: -82	H: 0.0	I: 2	J: -3
Cc1cc(NC(=O)c2cc3ccccc3o2)cc(C)c1OCC(=O)N1CCOCC1
  A: 9	B: -3	C: 0	D: 0	E: -1	F: 3	G: -2	H: 0.7	I: -1	J: -2
COc1ccccc1NC(=O)CCSc1nnc(-c2ccco2)o1
  A: -3	B: -5	C: 2	D: -1	E: 1	F: 3	G: -4	H: -0.2	I: 1	J: 2
COC(=O)c1[nH]c2ccccc2c1NS(=O)(=O)c1ccc(F)c(C)c1
  A: 11	B: 6	C: 2	D: 5	E: -9	F: 2	G: 2	H: 0.9	I: -15	J: -10
COCCN(Cc1cc2cc3c(cc2nc1Cl)OCO3)C(=O)Nc1ccc(F)cc1
  A: 4	B: -10	C: -2	D: -1	E: 6	F: x	G: 2	H: 0.4	I: -3	J: 5
COc1ccccc1N(C1=NCCCS1)S(=O)(=O)c1ccc(C(C)(C)C)cc1
  A: 4	B: -6	C: 0	D: 3	E: 6	F: -1	G: -3	H: 0.1	I: 2	J: 6
CCOC(=O)c1nnn2c3ccccc3c(=O)n(C)c12
  A: 3	B: 13	C: -2	D: 0	E: 3	F: -5	G: -2	H: 0.2	I: 6	J: 5
CC(=O)N1CCc2cc(NC(=O)C3(C)CCN3Cc3ccccc3OC(F)F)ccc21 (stereo unspecified)
  A: 18	B: 21	C: 1	D: -2	E: -1	F: 3	G: 0	H: -0.2	I: -6	J: -3
CC1(Cc2ccc(S(C)(=O)=O)cc2)C(=O)Nc2ccc(Cl)cc21 (stereo unspecified)
  A: 0	B: -12	C: 0	D: 1	E: 8	F: 6	G: 2	H: 0.2	I: 10	J: -5
CC(C)OC(=O)C(C)Oc1ccc(C(=O)NCCc2ccccc2)cc1 (stereo unspecified)
  A: 10	B: 8	C: 3	D: 3	E: -5	F: -3	G: 1	H: 0.3	I: 3	J: -6
O=C(Nc1cc(Cl)ccc1N1CCOCC1)C1CC1
  A: -13	B: -5	C: 1	D: 2	E: -1	F: 1	G: -4	H: 0.2	I: 10	J: 4
CCOc1ccc(NC(=O)CN(C)C(=O)C2CC2C)cc1OCC (stereo unspecified)
  A: 1	B: 12	C: 1	D: 2	E: 0	F: -5	G: -1	H: 0.5	I: 4	J: 6
CCC(C)c1ccc(NC(=O)CC(C)=O)cc1 (stereo unspecified)
  A: 1	B: -15	C: 0	D: -1	E: 2	F: 0	G: 2	H: -0.2	I: -14	J: -2
CCc1cc(=O)oc2cc(C)cc(OCC(C)=O)c12
  A: 2	B: -3	C: -204	D: -1	E: 4	F: -1	G: -216	H: 13*	I: -5	J: -2
CSc1ncccc1C(=O)NCC(c1cccs1)N1CCOCC1 (stereo unspecified)
  A: 3	B: 1	C: -6	D: 4	E: 2	F: 0	G: -3	H: -0.1	I: 4	J: 3
CCCC(=O)C1=C(O)C(c2cccc(Oc3ccccc3)c2)CCC1=O (stereo unspecified)
  A: 9	B: 8	C: -1	D: -3	E: -3	F: 3	G: 0	H: -0.4	I: -6	J: -1
CCCn1c(SCC(=O)Nc2c(C)cccc2CC)nnc1C(C)C
  A: 5	B: -9	C: 4	D: 1	E: -8	F: 6	G: -4	H: -0.5	I: 4	J: -4
CCn1c(CNc2nc(-c3ccccc3)cs2)nnc1SCC(=O)NCc1ccccc1
  A: -7	B: -17	C: 3	D: 4	E: -8	F: 1	G: 0	H: 1.0	I: -35	J: 1
CN(C)C(=O)N1CCC(C(=O)N2CCCC(C(=O)c3cccc4ccccc34)C2)CC1 (stereo unspecified)
  A: 10	B: 2	C: 0	D: 1	E: 1	F: 6	G: -4	H: -0.6	I: 0	J: -12
COCCN(Cc1ccccc1)C(=O)c1ccc2c(=O)n3c(nc2c1)CCC3
  A: -4	B: -3	C: 4	D: 3	E: 4	F: -5	G: -1	H: -0.1	I: 13	J: -7
O=C1C(=O)N(CCCn2ccnc2)C(c2ccc(Br)cc2)/C1=C(\O)c1ccc2c(c1)OCCO2 (stereo unspecified)
  A: 8	B: 3	C: 7	D: 0	E: -8	F: 10	G: -7	H: -0.5	I: -5	J: -1
COc1ccc(NC(=O)c2ccc3c(c2)C(=O)N(CC2CCCO2)C3=O)cc1O (stereo unspecified)
  A: 17	B: 10	C: -2	D: 0	E: -2	F: -3	G: -5	H: -0.3	I: -3	J: 8
CCC(C)(C(=O)NC1CCCC1)N(Cc1cccs1)C(=O)Cc1cccs1 (stereo unspecified)
  A: 6	B: -1	C: 2	D: 1	E: -2	F: 0	G: 4	H: 0.0	I: 1	J: 6
CCn1c(C)c(C(C)=O)c(N2CCN(c3ccc(OC)cc3)CC2)nc1=S
  A: 41*	B: 2	C: -1	D: -5	E: -7	F: -11	G: -3	H: -0.4	I: -8	J: 5
O=C(COc1ccccc1Cl)Nc1nnc(S(=O)(=O)N2CCCCCC2)s1
  A: -2	B: 5	C: -1	D: -1	E: -6	F: -5	G: 0	H: -0.4	I: -11	J: -7
CCN(CC)CCn1c2c(c(SCC(=O)Nc3cc(C)ccc3C)nc1=O)CCC2
  A: 1	B: 3	C: 3	D: 2	E: -8	F: 1	G: -1	H: -0.2	I: -9	J: -1
CCCC(=O)C1=C(O)C(C(=O)OC)C(C)(C)CC1=Nc1ccncc1 (stereo unspecified)
  A: 6	B: 8	C: 2	D: -3	E: 1	F: -1	G: 4	H: -0.3	I: 1	J: -4
O=C(Nc1n[nH]c(C(F)(F)F)n1)C1CC1
  A: 5	B: -4	C: -2	D: 1	E: 3	F: 1	G: -8	H: -0.6	I: 0	J: -6
Cc1ccccc1-n1nc(SCC(=O)O)sc1=S
  A: -9	B: -13	C: 2	D: -1	E: 2	F: 4	G: 3	H: 0.0	I: 1	J: 9
CC(C)Cc1c(O)nc(SCCN2CCOCC2)[nH]c1=O
  A: 0	B: 5	C: -1	D: -2	E: 6	F: 1	G: 1	H: 0.8	I: 0	J: -10
CCOc1ncccc1C(=O)Nc1ccc(C)cn1
  A: 12	B: 1	C: -2	D: -2	E: 0	F: -8	G: -6	H: -0.4	I: 4	J: 4
CCN(c1ccccc1)S(=O)(=O)c1cccc(C(=O)NCCOc2ccccc2OC)c1
  A: -1	B: -4	C: 0	D: -2	E: 1	F: 4	G: -2	H: 1.0	I: -11	J: 5
CCc1ccc(CN(C)C(=O)CCc2nnc(-c3ccc(-c4ccccc4)cc3)o2)nc1
  A: -8	B: 0	C: -1	D: -3	E: -5	F: 1	G: -12	H: 0.6	I: -13	J: -3
Cc1c(C(=O)N2CCN(c3ccc(F)cc3)CC2)sc2nc3n(c(=O)c12)CCC3
  A: 2	B: -9	C: -1	D: -1	E: 3	F: -5	G: -7	H: -0.6	I: 6	J: -1
CCOC(=O)c1cnc(SC)nc1N
  A: 4	B: -3	C: -8	D: 0	E: -4	F: -2	G: 1	H: 0.3	I: 7	J: -5
O=C(c1ccccc1)N1CCN2C(=O)c3ccccc3C12c1ccc(Cl)cc1 (stereo unspecified)
  A: 0	B: -11	C: 1	D: -3	E: 0	F: -2	G: 2	H: 0.6	I: -5	J: -5
Fc1cccc(Cl)c1COc1ccc(-c2nnco2)cc1
  A: 3	B: -4	C: -2	D: 0	E: 3	F: 1	G: -6	H: -0.3	I: 0	J: -8
CCN(CC)C(=O)c1cccc(-c2csc(C(O)c3ccc(F)c(OC)c3)n2)c1 (stereo unspecified)
  A: 1	B: 0	C: -11	D: -1	E: 8	F: 3	G: -21	H: -0.6	I: -11	J: -10
CC(=O)Nc1cccc(NC(=O)c2cc(-c3ccccn3)nc3ccc(Cl)cc23)c1
  A: 8	B: 4	C: -4	D: -3	E: 4	F: 8	G: -13	H: -0.2	I: 0	J: 4

Structures above with a furan ring, fused or not:
Short keys: A = ARFGAP1 inh; B = ASAP1 inh; C = PLC-gamma1 inh; D = UHRF1 binding; E = DDE Tn7 FP inh; F = Rev-erbA mod; G = PLCb3 inh; H = KLK7 zymogen act; I = sPLA2-III inh; J = Tn6 DDE FP
CCSC1=N/C(=C\c2ccc(-c3ccccc3[N+](=O)[O-])o2)C(=O)S1
  A: -3	B: -5	C: -66	D: -8	E: 8	F: -1	G: -82	H: 0.0	I: 2	J: -3
Cc1cc(NC(=O)c2cc3ccccc3o2)cc(C)c1OCC(=O)N1CCOCC1
  A: 9	B: -3	C: 0	D: 0	E: -1	F: 3	G: -2	H: 0.7	I: -1	J: -2
COc1ccccc1NC(=O)CCSc1nnc(-c2ccco2)o1
  A: -3	B: -5	C: 2	D: -1	E: 1	F: 3	G: -4	H: -0.2	I: 1	J: 2

Screening results (PubChem BioAssay)
